# aDG glyco act – alpha-DG glycosylation activation; Pro5-aDG cells, alpha-DG glycosylation AlphaScreen (IIH6); 0% Pro5, 100% B10-LARGE cell signal; activation, % at 10 µM; 360,000 tested, 0.22% active; AID 624168;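 active = activation of at least 8% versus controls, or a plate z-score of at least 8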;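 also: Pro5 are CHO cells carrying HIG-tagged alpha-DG that lacks glycosylation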
# Vif inh – blocks HIV Vif function. HEK293T cells, Vif self-association by quenched fluorescence, imaging, 24 h. inhibition, % at 7.49 µM. 340,000 tested, 0.35% active; in the data active = inhibition above about 50%, passing the limit was not always enough; also: some results filed as inactive read as strong as hits
# m5-HT2A agonist – agonists of mouse serotonin 5-HT2A receptor (HTR2A); activation, % at 7.6 µM; 360,000 tested, 0.66% active; AID 624169; P35363; CHO-K1 mHTR2A beta-arrestin complementation, luminescence; percent of 30 µM serotonin response;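 active = activation above a run cutoff, the mean activation of all tested compounds plus 3 SD, cut at about 14% in these data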;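 also: 0% = plate median of compound wells and 100% = 30 µM serotonin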
# Target sequence (P35363 whole entry, looked up): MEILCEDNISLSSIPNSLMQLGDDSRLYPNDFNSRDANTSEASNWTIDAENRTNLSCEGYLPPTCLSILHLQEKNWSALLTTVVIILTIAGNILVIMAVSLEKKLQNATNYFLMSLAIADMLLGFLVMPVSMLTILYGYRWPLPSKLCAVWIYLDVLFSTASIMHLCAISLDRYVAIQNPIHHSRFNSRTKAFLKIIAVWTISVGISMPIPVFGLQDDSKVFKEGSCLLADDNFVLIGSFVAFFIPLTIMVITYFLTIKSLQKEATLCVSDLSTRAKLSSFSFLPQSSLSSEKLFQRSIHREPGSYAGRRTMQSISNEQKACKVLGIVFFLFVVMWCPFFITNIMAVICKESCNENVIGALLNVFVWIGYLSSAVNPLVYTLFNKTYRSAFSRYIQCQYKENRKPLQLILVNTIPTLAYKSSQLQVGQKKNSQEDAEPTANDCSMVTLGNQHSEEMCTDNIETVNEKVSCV
# ABCB6 inh 2 – blocks the human ABCB6 transporter | Q9NP58 | 360,000 tested, 0.19% active | fluorescence ratio to DMSO, % at 10 µM | K562-ABCB6 porphyrin accumulation, flow cytometry, 1 h; active compounds read low;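 active = fluorescence ratio to DMSO below 75%, the collection mean minus 3 SD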;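 also: signal is porphyrin accumulated inside mitochondria; 100% equals median channel fluorescence of DMSO control wells; lower ratio means ABCB6 inhibition with less porphyrin fluorescence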
# Exocytosis inh – blocks lytic granule exocytosis; inhibition, % at 10 µM; TALL-104 LAMP-1 surface exposure, flow cytometry; cells stimulated with thapsigargin and PMA; 360,000 tested, 0.66% active;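 active = inhibition above about 55%, limit read from the data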
# Glyco luc inh – blocks N-linked glycosylation in D54 reporter cells. D54 ERlucT glycosylation luciferase reporter, 24 h; percent of 100 nM tunicamycin response. reporter increase, % at 12.5 µM. 360,000 tested, 0.23% active. AID 588692;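 active = mean luciferase reporter signal, scaled so untreated is 0 and the glycosylation-blocking control 100, at or above a set limit in every replicate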;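 also: luciferase carries N-glycosylation sites so blocking glycosylation raises the light; 0% = median of neutral control wells and 100% = median of 100 nM tunicamycin wells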
# PDI inh – blocks human protein disulfide isomerase activity. 350,000 tested, 0.052% active. inhibition, % at 10 µM. P07237. PDI insulin aggregation turbidity, A650, 90 min;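 active = mean inhibition across replicates of 30% or more, whatever share of single replicates reach that level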;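 also: absorbance from insulin aggregation driven by PDI reduction with DTT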
# Target sequence (P07237 whole entry, looked up): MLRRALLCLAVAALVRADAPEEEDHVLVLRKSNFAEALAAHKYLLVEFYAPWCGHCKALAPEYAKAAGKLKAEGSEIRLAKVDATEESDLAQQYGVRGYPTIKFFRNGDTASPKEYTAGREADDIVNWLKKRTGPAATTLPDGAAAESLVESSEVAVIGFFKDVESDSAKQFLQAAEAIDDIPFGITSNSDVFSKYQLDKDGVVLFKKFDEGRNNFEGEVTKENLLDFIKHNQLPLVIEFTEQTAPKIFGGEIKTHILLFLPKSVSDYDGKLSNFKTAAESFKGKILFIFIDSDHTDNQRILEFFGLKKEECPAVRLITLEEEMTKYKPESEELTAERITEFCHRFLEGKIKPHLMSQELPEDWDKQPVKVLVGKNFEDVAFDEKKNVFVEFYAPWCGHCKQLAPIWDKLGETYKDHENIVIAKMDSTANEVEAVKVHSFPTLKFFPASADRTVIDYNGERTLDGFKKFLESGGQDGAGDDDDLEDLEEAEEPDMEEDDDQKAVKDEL
# CaV13 ICDI inh – Primary screen for inhibitors of IQ motif and Ca2+-dependent inactivation inhibitor domain binding in CACNA1D, Förster resonance energy transfer in living cells, …. inhibition, % at 12.3 µM. HEK cells, CFP/YFP FRET ICDI-IQ, plate reader, 10 min; percent FRET-ratio fall versus neutral wells. 340,000 tested, 0.098% active;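 active = mean replicate inhibition of at least 30% and at least 1% of replicates passing that level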;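 also: 0% = median of the neutral control wells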
# hiPSC survival – enhancers of human iPSC single-cell survival | hiPSC single-cell survival, ATPlite luminescence; 100% = ROCK inhibitor wells, 0% = DMSO | survival enhancement, % at 20 µM | 360,000 tested, 0.044% active; in the data active = survival enhancement above about 18%;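 also: cells exposed to compounds for 16 hours before the ATP read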
# H9c2 protect – protects H9c2 cardiomyocytes from peroxide injury; AID 588492; 360,000 tested, 0.63% active; protection from H2O2 cell death, % at 20 µM; H2O2 injury protection, ATPLite, 2 h;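 active = compounds giving at least 50% protection of heart cells from peroxide-induced death in the single-dose screen, raw or plate-pattern-corrected value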;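 also: 0% = DMSO wells with peroxide and 100% = DMSO wells without peroxide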
# * marks the source's active call; other numbers are inactive results; · = not tested or not shown.
1. CCN(CC(=O)NCc1ccc(F)cc1)C(=O)c1ccc2c(c1)OCO2
2. Cc1csc(NC(=O)CSc2nnc3c4ccccc4nc(C(C)(C)C)n23)n1
3. Cc1ccc(N(CC(=O)N/N=C/c2cccc(Br)c2)S(C)(=O)=O)cc1
4. Cc1cccc(C)c1OCCn1nc(C(=O)O)c2ccccc2c1=O
5. CNC(=O)/C=C1\NC(C)(C)Cc2ccccc21
6. CC(C)CNS(=O)(=O)c1ccc(S(=O)(=O)N2CCC(N3CCCCC3)CC2)cc1
7. Cc1ccsc1/C=N/Nc1nc(=O)[nH]nc1C
8. COCCN=c1scc(-c2cccs2)n1/N=C/c1ccc(O)c(O)c1O
9. NS(=O)(=O)c1ccc(NC(=O)COC(=O)CCC2CCCCC2)cc1
10. COc1ccccc1OC(C)C(=O)Nc1ccc2c(c1)n(C)c(=O)n2C (centres undefined)
assay / entry	1	2	3	4	5	6	7	8	9	10
aDG glyco act	-0.3	0.1	0.1	0.1	-0.1	-0.2	1.1	-0.4	-0.4	0.0
Vif inh	-4	19	0	-12	-1	12	-1	-1	2	2
m5-HT2A agonist	-2	2	0	-3	1	2	-1	2	8	-5
ABCB6 inh 2	102	99	93	95	103	100	105	84	97	105
Exocytosis inh	11	-8	4	-1	0	15	-2	2	1	6
Glyco luc inh	0	10	-1	-6	2	-1	-1	-1	-1	7
PDI inh	-4	5	3	16	-3	5	-6	0	-10	1
CaV13 ICDI inh	-7	·	-3	-7	·	-5	-6	-7	-4	-20
hiPSC survival	-0.5	2.3	-1.7	-0.1	-1.0	0.1	-2.0	-3.2	-2.3	0.8
H9c2 protect	9	18	-3	57*	4	-4	1	30	1	-4

11. O=C(NC(=S)Nc1ccc2nc[nH]c2c1)c1ccccc1
12. O=C(O)c1ccc([N+](=O)[O-])cc1Sc1ccsc1
13. O=C(COC(=O)c1ccc(Br)cc1)NCCc1ccccc1
14. COc1cccc(NC(=O)Nc2nnc(Cc3ccc(OC)c(OC)c3)s2)c1
15. CCN(CC)S(=O)(=O)c1ccc(C(=O)OCn2nnc3ccccc3c2=O)cc1
16. O=C(O)c1cccc2c1C(=O)c1ccc(-c3ccc(F)cc3OCc3ccccc3)cc1S2(=O)=O
17. CCOC(=O)C1=C(CN2CCOCC2)NC(=O)NC1c1cccc([N+](=O)[O-])c1 (centres undefined)
18. CNc1oc(-c2ccccc2Cl)nc1C#N
19. COc1ccc(C2(C(=O)NCC3CCCO3)CCOCC2)cc1 (centres undefined)
20. O=c1cc(C(F)(F)F)[nH]c2c(C(F)(F)F)cccc12
assay / entry	11	12	13	14	15	16	17	18	19	20
aDG glyco act	0.2	0.3	-0.1	0.3	-0.1	-0.2	0.1	0.5	0.0	-0.1
Vif inh	-5	1	4	-2	1	-4	-18	2	6	-3
m5-HT2A agonist	-6	3	0	1	-4	3	0	-3	3	3
ABCB6 inh 2	99	91	100	96	98	97	99	102	95	97
Exocytosis inh	8	-3	-3	-6	5	-2	1	0	5	4
Glyco luc inh	4	-5	-1	3	3	0	1	2	1	3
PDI inh	7	0	0	-4	0	-10	1	0	-3	-1
CaV13 ICDI inh	-2	-6	-5	-4	·	·	-4	0	-4	·
hiPSC survival	0.4	6.3	1.0	-0.7	-3.4	-2.4	-0.4	-0.9	-0.4	2.6
H9c2 protect	0	2	1	2	-24	6	-3	-8	3	-24

# In a second layout: entries from further up.
no. | Molecule | aDG glyco act | Vif inh | m5-HT2A agonist | ABCB6 inh 2 | Exocytosis inh | Glyco luc inh | PDI inh | CaV13 ICDI inh | hiPSC survival | H9c2 protect
12 | O=C(O)c1ccc([N+](=O)[O-])cc1Sc1ccsc1 | 0.3 | 1 | 3 | 91 | -3 | -5 | 0 | -6 | 6.3 | 2
13 | O=C(COC(=O)c1ccc(Br)cc1)NCCc1ccccc1 | -0.1 | 4 | 0 | 100 | -3 | -1 | 0 | -5 | 1.0 | 1
14 | COc1cccc(NC(=O)Nc2nnc(Cc3ccc(OC)c(OC)c3)s2)c1 | 0.3 | -2 | 1 | 96 | -6 | 3 | -4 | -4 | -0.7 | 2
15 | CCN(CC)S(=O)(=O)c1ccc(C(=O)OCn2nnc3ccccc3c2=O)cc1 | -0.1 | 1 | -4 | 98 | 5 | 3 | 0 | · | -3.4 | -24
16 | O=C(O)c1cccc2c1C(=O)c1ccc(-c3ccc(F)cc3OCc3ccccc3)cc1S2(=O)=O | -0.2 | -4 | 3 | 97 | -2 | 0 | -10 | · | -2.4 | 6
17 | CCOC(=O)C1=C(CN2CCOCC2)NC(=O)NC1c1cccc([N+](=O)[O-])c1 (centres undefined) | 0.1 | -18 | 0 | 99 | 1 | 1 | 1 | -4 | -0.4 | -3
18 | CNc1oc(-c2ccccc2Cl)nc1C#N | 0.5 | 2 | -3 | 102 | 0 | 2 | 0 | 0 | -0.9 | -8
19 | COc1ccc(C2(C(=O)NCC3CCCO3)CCOCC2)cc1 (centres undefined) | 0.0 | 6 | 3 | 95 | 5 | 1 | -3 | -4 | -0.4 | 3
20 | O=c1cc(C(F)(F)F)[nH]c2c(C(F)(F)F)cccc12 | -0.1 | -3 | 3 | 97 | 4 | 3 | -1 | · | 2.6 | -24

# (cont.)
21. COc1ccc(NC(=O)CN(C)S(=O)(=O)c2ccc3c(c2)CC(C)N3C(C)=O)cc1OC (centres undefined)
22. O=c1o[nH]c(-c2ccccc2)c1-c1ccccc1
23. Cc1c(-c2ccc(Br)cc2)[n+](=O)c2c(n1[O-])CCCC2
24. Cc1ccc(NC(=O)CCN2C(=O)c3cccc([N+](=O)[O-])c3C2=O)c(Br)c1
25. CCCNC(=O)c1cc2ccccc2c(=O)o1
26. Fc1cccc(CSc2ccc(-c3ccco3)nn2)c1
27. CC(C)c1nnc(NC(=O)CCC(=O)N2CCN(C3CCCCC3)CC2)s1
28. Cc1ccccc1NC(=O)c1ccc2c(c1)CCN2S(C)(=O)=O
29. Cc1cc2n(n1)SC(Nc1ccc(F)c(Cl)c1)N2 (centres undefined)
30. NC(=O)c1ccccc1OCC(=O)Nc1ccc2c(c1)CCC2
assay / entry	21	22	23	24	25	26	27	28	29	30
aDG glyco act	-0.1	0.1	-0.1	-0.1	-0.1	-0.2	0.0	-0.2	0.0	0.4
Vif inh	-6	3	2	-12	1	-7	10	-1	9	2
m5-HT2A agonist	5	6	-2	0	6	-4	-4	8	-3	-7
ABCB6 inh 2	96	95	95	104	100	96	97	96	91	100
Exocytosis inh	-11	0	-1	-32	-2	-3	-2	2	3	4
Glyco luc inh	1	0	1	0	4	-3	-1	0	-3	-2
PDI inh	-8	14	-1	-2	-1	4	-16	9	1	-12
CaV13 ICDI inh	-2	-5	-7	-2	-3	-4	-9	-21	-6	-6
hiPSC survival	-0.4	-0.6	0.0	0.6	1.8	0.0	4.2	-0.5	-0.4	-0.3
H9c2 protect	0	2	7	3	0	-9	4	0	-2	9

31. Cc1ccc(S(=O)(=O)N2CCN(c3nc4ccccc4nc3-n3nc(C)cc3C)CC2)cc1
32. Cc1cc(SCC(=O)c2cc3ccccc3o2)nc2ccccc12
33. Cn1c(/C=C/c2ccc(Br)cc2)c([N+](=O)[O-])c(=O)n(C)c1=O
34. COc1ccccc1C1CCN(c2ccc([N+](=O)[O-])cn2)CC1
35. CC(=O)Cc1nsc(NC(=O)c2ccco2)n1
36. CCOC(=O)CN1C2=NCCN2c2ccccc21
37. C(=N\Nc1nc2ccccc2[nH]1)/c1ccc2c(c1)OCO2
38. C#CCOCCOCCOCCNc1nc(N2CCN(C(=O)CCCCCCCCCCNC(=O)[C@H]([C@@H](C)CC)n3cc(CCCCCN)nn3)CC2)nc(N2CCN(C(=O)CCCCCCCCCCNC(=O)[C@@H]([C@H](C)O)n3cc(C)nn3)CC2)n1
39. Cc1nc2ccccc2nc1OCc1ccc([N+](=O)[O-])cc1
40. COc1ccc(Nc2nc(NC(C)(C)C)nc(N3CCOCC3)n2)c(OC)c1
assay / entry	31	32	33	34	35	36	37	38	39	40
aDG glyco act	1.4	0.1	0.1	0.2	0.1	0.0	1.4	0.0	0.6	-0.1
Vif inh	-12	-4	-8	-3	-3	10	-1	-2	-4	-4
m5-HT2A agonist	3	-3	8	5	1	-1	-8	5	-2	4
ABCB6 inh 2	101	141	101	99	89	98	96	86	107	98
Exocytosis inh	0	2	2	0	-4	0	-2	-8	-4	-14
Glyco luc inh	-8	1	-3	0	1	-2	-8	-22	2	-2
PDI inh	-4	-5	1	10	-3	-1	0	-3	-1	3
CaV13 ICDI inh	-4	-8	-3	-17	-9	-5	6	·	-5	7
hiPSC survival	0.7	0.6	1.0	0.3	-1.8	4.1	-1.2	-1.0	-0.8	-0.9
H9c2 protect	-6	-15	4	-5	1	3	3	-4	8	-1

41. COc1ccc(S(=O)(=O)Nc2ccc3c(c2)OCCO3)cc1Cl
42. CCc1ccccc1NC(=O)CCN1C(=O)C2C3CCC(C3)C2C1=O (centres undefined)
43. O=C(CN1CCCCCC1)N1c2ccccc2Sc2ccc(C(F)(F)F)cc21
44. COc1ccc(/C=N/OCC(=O)N(Cc2ccccc2)c2ccccc2C(=O)O)cc1
45. COC(=O)c1nnn(CC(=O)NC(=O)Nc2cccc(Cl)c2C)c1C(=O)OC
46. CCCCn1nnnc1NCc1ccc(OC)c(OC)c1OC
47. CC1CC(C)CN(C(=O)COC(=O)c2ccc(Cl)nc2)C1 (centres undefined)
48. COc1ccc(NC(=O)Cn2ncc(Cl)c(Cl)c2=O)cc1S(=O)(=O)N1CCOCC1
49. CN(C)c1ccc(/C=N/NC(=O)c2cccc(N3CCCC3=O)c2)cc1
50. Cc1nnc(SCC(=O)NNC(=O)COc2ccc(Br)cc2)n1C
51. O=C(CSc1nnnn1-c1ccccc1)N1CCN(C(=O)c2ccco2)CC1
52. COc1ccccc1C(=O)Nc1ccc(S(=O)(=O)Nc2nccs2)cc1
53. COc1ccc(NC(=O)c2ccc(CN3CCc4ccccc4C3)cc2)c(OC)c1
assay / entry	41	42	43	44	45	46	47	48	49	50	51	52	53
aDG glyco act	0.4	0.1	0.0	-0.2	0.2	0.0	0.3	0.4	0.7	-0.3	-0.1	0.0	-0.1
Vif inh	-9	2	-7	2	7	1	0	59*	-2	0	3	18	3
m5-HT2A agonist	4	-2	-7	-2	1	2	-2	7	0	2	-4	2	-7
ABCB6 inh 2	100	92	95	108	100	96	98	100	103	100	103	94	93
Exocytosis inh	-4	-4	53	4	-7	4	5	0	3	0	-1	-6	-5
Glyco luc inh	2	1	-4	1	3	2	1	13	2	-1	0	0	-4
PDI inh	-1	-5	2	17	2	-3	-12	10	-7	-6	-1	-2	11
CaV13 ICDI inh	-5	-5	·	-3	-7	·	-6	-5	-5	-18	·	-3	-20
hiPSC survival	-1.9	-0.3	-2.1	1.4	1.0	-3.8	0.1	11	0.0	0.0	0.1	0.1	1.3
H9c2 protect	-29	-4	-17	1	22	5	16	0	-13	-1	4	0	6

# Screening results as filed in PubChem BioAssay.
